Assay outcomes as filed in PubChem BioAssay.
CAL PDZ FP-1: CAL PDZ peptide-binding inhibitors, primary screen, biochemical, fluorescence polarization, Cer-tagged CAL PDZ, HTS | purified CAL PDZ, TMR-peptide fluorescence polarization, 1 h | inhibition, % at 20 µM | hit rate 0.02% among 330,000 | AID 504414, 2011;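 active = highest replicate inhibition of at least 40%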;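 also: plate controls were DMSO neutral control wells for no effect and unlabeled competitor peptide control wells for full effect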
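material = purified tagged CAL PDZ domain construct (CerCALP) | compound dosing = 20 µM, one dose | times = 1 h at RT | measured by = fluorescence polarization from S- and P-plane intensities, G-factor corrected | read-out = inhibition from polarization loss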
Keap1 Nrf2 FP: Keap1-Nrf2 protein-protein interaction inhibitors, primary screen, biochemical, fluorescence polarization, single point. Kelch-like ECH-associated protein 1 (Homo sapiens), Q14145. Keap1 Kelch-Nrf2 peptide fluorescence polarization, 1536-well. inhibition, % at 9.4 µM. hit rate 0.15% among 340,000. AID 504523, 2011; in the data active = inhibition above about 12%;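 also: human Keap1 Kelch domain with fluorescein labeled Nrf2 9mer peptide probe; 0% = neutral control wells and 100% = peptide positive control; higher means more block of Keap1 binding to Nrf2 peptide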
SR-BI uptake up: activators of SR-BI mediated DiI-HDL uptake, primary screen, ldlA[mSR-BI] CHO cells, DiI fluorescence. activation, % at 12.5 µM. hit rate 0.096% among 320,000. 3 h; 100 = double the neutral-control signal;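 active = mean replicate activation of at least 60% and every replicate at or above 60%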;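 also: 0% = median plate neutral-control signal and 100% = twice that signal; values of inactives mirror those of a sister screen read the other way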
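system = CHO ldlA[mSR-BI] cells, LDL receptor-null, SR-BI overexpressing | medium = Ham's F12 with 0.5% BSA, HEPES 25 mM, pH 7.4 | probe or stimulus = DiI-HDL 10 µg/mL | compound dosing = single-point compound dose | incubation = compound exposure 3 h, 37 °C | technique = DiI fluorescence, bottom read | read-out = cell-associated DiI fluorescence as measure of HDL uptake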
Cardiac RTF inh: cardiac RTF calcium sensitivity inhibitors, primary screen, biochemical, IANBD-TnC fluorescence, EC70 calcium. Troponin I, cardiac muscle (Homo sapiens) + Troponin T, cardiac muscle (Homo sapiens) + …. IANBD-labeled cardiac RTF, Ca2+ fluorescence. inhibition, % at 7.15 µM. hit rate 0.12% among 340,000;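 active = inhibition above the mean inhibition of all tested compounds plus 3 SD, cut at about 17% in these data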;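 also: assay run at fixed EC70 calcium of 1.6 mM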
DAGLB inh: DAGLB lipase inhibitors, primary screen, biochemical, fluorescence, HTS; HEK293T DAGLB membrane lysate, EnzChek fluorogenic substrate; inhibition, % at 5.17 µM; hit rate 0.059% among 340,000; in the data active = inhibition above about 34%;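 also: 0% = enzyme with vehicle and 100% = wells lacking enzyme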
Rtt109 HAT inh: inhibitors of C. albicans Rtt109/Vps75 HAT, primary screen, biochemical, ThioGlo CoA-SH fluorescence, plate reader | Histone acetyltransferase RTT109 (Candida albicans (strain SC5314 / ATCC MYA-2876)), … | purified Rtt109/Vps75, 4 h | inhibition, % at 34.9 µM | hit rate 0.16% among 330,000 | AID 540336, 2011;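 active = inhibition of at least 50% in every replicate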
Target sequence (Q5AAJ8 whole entry, looked up): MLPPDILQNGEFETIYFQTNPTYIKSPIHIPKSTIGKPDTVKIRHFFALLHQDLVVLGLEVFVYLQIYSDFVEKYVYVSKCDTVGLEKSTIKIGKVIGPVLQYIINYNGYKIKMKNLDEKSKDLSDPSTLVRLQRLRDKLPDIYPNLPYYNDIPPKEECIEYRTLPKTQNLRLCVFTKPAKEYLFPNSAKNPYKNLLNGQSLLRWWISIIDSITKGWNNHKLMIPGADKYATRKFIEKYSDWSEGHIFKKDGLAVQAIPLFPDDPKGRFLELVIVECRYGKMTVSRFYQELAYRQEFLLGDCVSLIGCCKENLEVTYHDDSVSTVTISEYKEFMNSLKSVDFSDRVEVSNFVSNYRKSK
CAL PDZ FP-2: untagged CAL PDZ binding inhibitors, primary screen, biochemical, fluorescence polarization, HTS. Golgi-associated PDZ and coiled-coil motif-containing protein (Homo sapiens), Q9HD26. purified CAL PDZ, TMR-peptide fluorescence polarization, 1 h. inhibition, % at 24.9 µM. AID 602252, 2012. hit rate 0.92% among 300,000;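 active = mean inhibition of at least 30% with at least half of replicates also reaching 30%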;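 also: 0% = DMSO neutral control and 100% = excess unlabeled competitor peptide PRC23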
cardiac RTF act: cardiac RTF calcium sensitivity activators, primary screen, biochemical, IANBD-TnC fluorescence, EC20 calcium | Troponin I, cardiac muscle (Homo sapiens) + Troponin T, cardiac muscle (Homo sapiens) + … | IANBD-labeled TnC RTF fluorescence at EC20 calcium; 0% EC20 calcium, 100% full calcium | activation, % at 7.2 µM | hit rate 0.24% among 340,000 | AID 493008, 2010;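 active = activation above the mean over all tested compounds plus 3 SD, cut at about 30% in these data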;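 also: rise in fluorescence read as greater calcium sensitivity of cardiac thin filaments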
PKA-R2B act: activators of PKA-R2B holoenzyme, primary screen, biochemical, fluorescence polarization, Cy5-IP20, human; cAMP-dependent protein kinase catalytic subunit beta (Homo sapiens) + cAMP-dependent …; PKA-R2B holoenzyme dissociation; R2B truncated from residue 108, S112A mutant; 0% DMSO only, 100% 113 µM cGMP; activation, % at 11.4 µM; hit rate 0.079% among 340,000; AID 504700, 2011;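 active = activation above a cutoff set at the mean over all compounds plus 3 SD, cut at about 18% in these data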;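 also: higher means more holoenzyme dissociation and a rise in polarization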
Target sequence (P31323 whole entry, looked up, other chains not shown, the tested form may be a part): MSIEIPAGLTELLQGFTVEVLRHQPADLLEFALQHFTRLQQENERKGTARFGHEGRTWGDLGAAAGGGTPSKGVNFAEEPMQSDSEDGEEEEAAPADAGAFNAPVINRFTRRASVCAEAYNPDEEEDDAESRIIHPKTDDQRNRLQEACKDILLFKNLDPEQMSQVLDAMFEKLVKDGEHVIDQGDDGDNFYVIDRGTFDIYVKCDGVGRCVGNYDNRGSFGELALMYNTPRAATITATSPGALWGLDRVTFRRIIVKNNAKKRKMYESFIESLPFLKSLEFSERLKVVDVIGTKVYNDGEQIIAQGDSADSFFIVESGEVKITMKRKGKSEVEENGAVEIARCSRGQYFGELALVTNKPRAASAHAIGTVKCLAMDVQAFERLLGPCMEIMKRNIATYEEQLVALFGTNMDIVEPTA
C-LANA FP: inhibitors of KSHV C-LANA binding to DNA, primary screen, biochemical, fluorescence polarization, FAM-LBS DNA, MBP-C-LANA, single point; AID 504423, 2011; hit rate 0.078% among 340,000; inhibition, % at 9 µM; Kaposi's sarcoma herpesvirus LANA C-terminal domain (residues 932-1162) DNA binding;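 active = highest replicate inhibition at or above 60% at 9 µM, even if other replicates fall short; inactive = all replicates below 60% inhibition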;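 also: 0% = neutral control wells and 100% = 4 µM acridine orange control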
* marks the source's active call; other numbers are inactive results; x = not tested or not shown; & = joins results of further samples. Hits appear at their usual frequency; any-hit rate near 1.6%.

SMILES	CAL PDZ FP-1	Keap1 Nrf2 FP	SR-BI uptake up	Cardiac RTF inh	DAGLB inh	Rtt109 HAT inh	CAL PDZ FP-2	cardiac RTF act	PKA-R2B act	C-LANA FP
Cc1cccc(NC(=O)CCSc2nc(C)cc(C)n2)c1	0.0	-1	15	-3	0	-6	5	-6	8	-1.4
Cc1ccc(NC(=O)COC(=O)Cn2nc(C)c([N+](=O)[O-])c2C)c([N+](=O)[O-])c1	-3.8	-4	10	-5	-2	x	-2	1	13	-0.1
CCOc1ccc2[nH]c3c(NCCc4ccc(OC)c(OC)c4)ncnc3c2c1	1.1	-3	-36	-10	0	-3	-3	14	-10	1.7
O=C(CN1CCOCC1)Nc1ccc(OC(F)(F)F)cc1	-0.2	-4	-22	-3	1	2	7	-4	1	2.1
Cc1ccc(OCC(=O)NNC(=S)NCc2ccccc2)cc1	-2.4	-2	7	3	1	-7	2	0	-7	0.8
Cc1ccc(S(=O)(=O)/N=C(\N)Nc2nc(C)c3cc(C)ccc3n2)cc1	-1.7	-4	14	2	-3	0	0	-5	-9	-1.7
CC[n+]1ccc(C)c2cc(S(=O)C(F)(F)F)ccc21 (stereo unspecified)	-1.2	0	x	-4	1	18	-15	2	1	-0.2
O=c1c2[nH]c3cccc(Cl)c3c2ncn1Cc1ccncc1	-0.9	0	16	2	1	-17	x	-5	-10	-0.1
CC(C)(C)S(=O)(=O)N1Cc2cc(CO)cc(CCO)c2[C@@H]1CCO	-0.4	-6	8	-10	-1	-7	-2	4	-6	0.0
COc1cccc(NC(=O)CSc2nnc(-c3cc(C)n(-c4ccccc4)c3C)o2)c1	-3.2	1	7	-13	-5	-1	4	-4	-14	-0.5
COC(=O)C(CSCc1ccccc1)NC(=O)CSc1nc(N)cc(=O)[nH]1 (stereo unspecified)	0.1	-2	5	-2	2	1	25	2	18	1.1
CC(=O)Nc1cccc(OCC(=O)Nc2ccc(F)cc2)c1	-0.6	-2	-5	-15	-4	8	1	3	-1	-0.1
O=S(=O)(Nc1cccc(-c2cn3c(n2)SCC3)c1)c1cccs1	-2.4	-2	8	-13	5	5	0	-3	-1	2.3
CCSc1nnc2c(n1)OC1(CCCC1)Nc1ccccc1-2	-0.9	-3	4	-6	-6	-1	-7	4	0	-1.3
COc1cc(OC)cc(C(=O)NCc2n[nH]c(=S)n2-c2ccccc2OC)c1	-2.6	-4	-13	-9	3	1	2	4	6	2.5
CC(=O)c1ccc(OCC(O)CN2CCN(Cc3ccc4c(c3)OCO4)CC2)cc1 (stereo unspecified)	-0.6&0.7	-3&-3	2&3	-5&-7	-1&0	6&10	-3	-2&1	-1&6	-0.1&-0.7
O=C(Nc1nnc(Cc2ccccc2)s1)c1cnccn1	-3.4	-2	7	-5	1	11	4	12	0	0.1
CC(=O)Nc1ccc(NC(=O)CSc2nnc(C3CC3)n2-c2ccccc2)cc1	-0.1	-3	-11	-3	-1	-3	0	-2	13	0.0
CCOC(=O)C(CC(=O)O)=C(c1ccccc1)c1ccccc1	-0.6	-4	7	-2	-1	-9	-1	0	-12	-0.8
COc1ccc(-n2c(SCC(=O)N3CCOCC3)nc(O)cc2=O)cc1	-2.4	-6	27	-3	3	1	-4	-3	-8	-0.3
Clc1ccccc1CSc1nc2ccncc2[nH]1	-1.1	-2	1	-9	1	3	-1	3	-11	1.3
Cc1cc([N+](=O)[O-])ccc1NC(=O)/C=C/c1cccs1	-0.1	-2	-47	-1	-1	-3	3	-1	-9	-0.8
COc1ccc(Cn2c(-c3ccc(Br)cc3)c[n+]3ccccc23)cc1	-3.7	-2	2	-3	0	x	-2	-3	-3	-1.5
CCCCC(=O)Nc1cccc(NC(=S)NC(C)=O)c1	-0.4	-1	-13	-12	2	5	-5	0	-8	-1.7
CCCCN1C(=O)c2ccc(C(=O)Nc3ccc(S(=O)(=O)N(C)C)cc3)cc2C1=O	-3.2	-3	-5	5	1	7	-3	8	-11	-1.1

(continued)
SMILES	CAL PDZ FP-1	Keap1 Nrf2 FP	SR-BI uptake up	Cardiac RTF inh	DAGLB inh	Rtt109 HAT inh	CAL PDZ FP-2	cardiac RTF act	PKA-R2B act	C-LANA FP
CN(C(=O)C1CCCN(c2ncnc3c2nc2n3CCCCC2)C1)c1cccc(Cl)c1 (stereo unspecified)	-3.6	6	x	-4	-2	7	2	0	4	1.8
CC(C)(C)OC(=O)N(CCc1ccccc1)Cc1ccc(OCc2cccc(NC(=O)c3ccccc3)c2)cc1	0.0	4	-21	-5	-13	-5	-6	-9	14	3.7
CC(C)CCN(C(=O)Cc1ccccc1F)c1c(N)n(Cc2ccccc2)c(=O)[nH]c1=O	-0.6	-6	11	3	4	2	x	0	-5	0.9
CC(C)(C)NS(=O)(=O)c1ccc(OCC(=O)NCCC2=CCCCC2)cc1	-0.2	-6	-27	4	-2	7	-6	1	-6	-0.8
COc1cccc(C(=O)NNC(=O)Cc2cccs2)c1	-1.2	-3	22	-7	1	-7	-3	1	0	-0.2
NC(=O)CC(NC(=O)Cc1ccc(Br)cc1)c1ccc(N2CCC(Cc3ccccc3)CC2)c([N+](=O)[O-])c1 (stereo unspecified)	-3.0	4	-20	-5	4	1	1	-6	4	1.0
CC(C)CN(C(=O)COC(=O)c1ccc(Br)cc1)c1c(N)n(Cc2ccccc2)c(=O)[nH]c1=O	-3.0	4	3	-3	2	6	-4	-6	3	0.5
Cc1ccc2cc(CCNC(=O)c3ccco3)c(=O)[nH]c2c1C	0.2	-3	45	-4	2	6	x	0	2	-0.7
CCc1nnc(NC(=O)[C@@H](NC(=O)c2cc(OC)cc(OC)c2)C(C)C)s1	0.1	-3	10	11	-1	11	2	-9	-18	-0.3
CCCN(CC(=O)Nc1ccc(F)c(F)c1F)C(=O)C1CC(=O)N(Cc2ccccc2)C1 (stereo unspecified)	-2.2	-5	9	1	-1	7	-1	1	-4	-0.1
CCNS(=O)(=O)c1ccc(CCC(=O)Nc2ccc3c(c2)OCCO3)cc1	-0.1	2	-1	-8	0	-2	2	-4	-9	0.1
COC(=O)c1ccccc1NC(=S)N(Cc1ccc2c(c1)OCO2)Cc1cc2cccc(C)c2[nH]c1=O	-0.6	2	-2	-12	3	5	-4	7	8	-1.0
CCN1C[C@@H]2[C@@H]3C(=O)N(Cc4ccccc4)C(=O)[C@@H]3[C@](CC)(C1=O)N2C(=O)c1ccc(Br)cc1	0.5	4	10	-9	-3	7	-1	-6	-3	3.7
Cc1csc(C(C#N)C(=O)c2cc3ccccc3o2)n1 (stereo unspecified)	-2.4	-1	-22	-8	2	-1	1	5	-8	-1.2
Cc1nnc(-c2cnn(C)c2N)n1CCCN(C)C	-1.5	-4	0	-3	0	-19	10	11	0	-0.5
COc1ccc(C2=CSC3=C(C(=O)c4cccc(S(=O)(=O)N(C)C)c4)CCN23)cc1	x	0	x	-11	5	21	96*	-1	0	-0.1
COc1ccc(S(=O)(=O)N2CCOCC2)cc1NC(=O)CCc1cc(OC)c(OC)c(OC)c1	0.6	3	-6	2	1	-5	4	-1	0	0.0
O=C(CC(=O)N/N=C/c1ccc(Cl)cc1Cl)NCc1ccccc1	-0.8	-4	17	-1	2	-3	-3	-44	-17	1.2
N#CC1(Cc2ccccc2)c2ccccc2C=CN1C(=O)c1ccccc1 (stereo unspecified)	-1.1	2	x	3	-3	-3	3	-5	1	0.3
C/C(=N\NC(=O)c1ccc2c(c1)OCO2)c1cccnc1	14	-4	30	-3	-4	-2	-4	-2	-9	0.9
COc1ccc(NC(=S)N2CCC(c3nc4ccccc4o3)CC2)c(OC)c1	-1.5	0	33	5	-1	2	-3	-1	4	-1.7
Cc1cccc(C)c1OCc1cc(C(=O)NCc2cn(C)nc2C)no1	-1.5	-1	-13	-9	-1	-3	-2	1	-13	-0.7
Cc1nc2ccc([N+](=O)[O-])cc2c(=O)n1Cc1ccc(Br)cc1	x	5	10	-8	0	2	-4	-1	0	-0.1
COc1ccc(CN(C)C(=O)c2cnc(OC)cc2C(F)(F)F)c(OC)c1	-0.4	1	-44	-10	-2	5	x	7	8	-0.2
COc1ccc(S(=O)(=O)NCc2ccco2)cc1N(C)S(=O)(=O)c1ccccc1	-0.9	-6	10	-1	-2	13	3	1	6	1.1

Next part
SMILES	CAL PDZ FP-1	Keap1 Nrf2 FP	SR-BI uptake up	Cardiac RTF inh	DAGLB inh	Rtt109 HAT inh	CAL PDZ FP-2	cardiac RTF act	PKA-R2B act	C-LANA FP
O=C(NCCCc1ccccc1)c1cccs1	0.4	0	38	-5	0	7	-1	5	-12	0.4
CCCCc1n[nH]c2c1/C(=N/O)CC(C)(C)C2	-1.3	4	3	-4	-1	x	1	2	7	-0.2
CCCOC(=O)Cc1n[nH]c(=O)[nH]c1=O	-0.7	-1	21	0	1	1	-2	-5	5	0.6
CCCCNC(=S)NNC(=O)c1csc(C(C)C)c1	-0.5	-4	-5	-2	-2	6	0	-2	6	-0.3
COc1ccc(N2CCN(C(=O)Cc3ccc(Cl)cc3)CC2)cc1	-1.0	0	15	-9	2	-8	-2	-6	1	-0.3
Cc1csc(NC(=O)CNC(=O)OCc2ccccc2)n1	-0.8	-3	-4	-9	-1	9	-3	4	8	-2.0
[2H]c1c([2H])c([2H])c(-c2nc(N3CCCCCC3)sc2C(=O)c2ccccc2)c([2H])c1[2H]	-0.4	0	-9	-4	-14	2	x	0	-11	0.6
CCC(C)Sc1nnc(CNC(=O)C23CC4CC(CC(C4)C2)C3)n1C1CCCCC1 (stereo unspecified)	0.6	-6	2	-6	-1	0	17	4	-5	0.4
CC(=O)OCC1=C(C(=O)O)N2C(=O)[C@@H](NC(=O)Cc3cccs3)[C@H]2SC1	1.2	-3	1	0	0	4	5	-3	0	16
